IMPase inh – membrane-permeable compound that blocks inositol monophosphatase | P97697 | CHO-M1 cells, IP1 accumulation, HTRF TR-FRET ratio | inhibition (IP1 accumulation), % at 46.1 µM | 120,000 tested, under 10 active; active = well fitted curve in the direction sought with a large enough effect in the signal ratio, not every such curve was filed as active; inconclusive = small, poorly fitted or top-dose-only effect, or a change in a side signal; inactive = no such curve, though single readings can be large or run the other way; the % refers to the signal ratio;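 also: cells stimulated with carbachol in lithium chloride buffer; plate controls were DMSO basal wells for no effect and reference inhibitor wells for full effect; higher means more IMPase inhibition seen as more IP1 and lower FRET ratio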
Target sequence (P97697 whole entry, looked up): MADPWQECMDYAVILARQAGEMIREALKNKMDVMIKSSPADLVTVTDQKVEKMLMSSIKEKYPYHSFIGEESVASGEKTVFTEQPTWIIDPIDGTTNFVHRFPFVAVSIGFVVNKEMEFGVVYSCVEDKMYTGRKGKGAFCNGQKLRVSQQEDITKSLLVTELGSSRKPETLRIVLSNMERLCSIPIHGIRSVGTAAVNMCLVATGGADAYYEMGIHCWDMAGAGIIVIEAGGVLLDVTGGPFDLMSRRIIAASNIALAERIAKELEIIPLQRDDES
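Measured: the HTRF emission ratio (665/620 nm) plus the 620 nm donor channel, each fitted to the Hill equation to give AC50. Cells were CHO-M1 given compounds up to 46 uM and a 30 min carbachol stimulation at 37C.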
ALOX15B inhib – inhibitors of human 15-lipoxygenase 2 (ALOX15B); O15296; purified 15hLO-2, xylenol orange hydroperoxide absorbance; Potency, µM (titrated, usually from 57.1 µM), without a hit: top-dose activity change, negative = inhibition, actives largely listed as inhibitors; 0.56% of 110,000 active; also: potency is read from the fitted curve at half-maximal effect; nearly all actives have a fitted effect of over 60% in size; many of its hits are not listed in these tables
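Purified human 15hLO-2 (50 nM final) preincubated with compounds 15 min at room temperature in 25 mM Hepes pH 7.5, 0.01% Triton X-100, then 45 uM arachidonic acid added for 90 min; hydroperoxide detected via ferrous/xylenol orange, 573/405 nm absorbance ratio.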
ALOX12 inhib – 12-hLO (ALOX12) enzyme inhibition | Potency, µM (doses to about 57.1 µM), for inactives: at the highest dose activity change, negative = inhibition, hits mostly inhibitors | P18054 | 0.12% of 150,000 active | purified 12-hLO, xylenol orange hydroperoxide absorbance; also: potency is read from the fitted curve at half-maximal effect; nearly all actives have a fitted effect of over 55% in size; many of its hits are not listed in these tables
Target sequence (P18054 whole entry, looked up): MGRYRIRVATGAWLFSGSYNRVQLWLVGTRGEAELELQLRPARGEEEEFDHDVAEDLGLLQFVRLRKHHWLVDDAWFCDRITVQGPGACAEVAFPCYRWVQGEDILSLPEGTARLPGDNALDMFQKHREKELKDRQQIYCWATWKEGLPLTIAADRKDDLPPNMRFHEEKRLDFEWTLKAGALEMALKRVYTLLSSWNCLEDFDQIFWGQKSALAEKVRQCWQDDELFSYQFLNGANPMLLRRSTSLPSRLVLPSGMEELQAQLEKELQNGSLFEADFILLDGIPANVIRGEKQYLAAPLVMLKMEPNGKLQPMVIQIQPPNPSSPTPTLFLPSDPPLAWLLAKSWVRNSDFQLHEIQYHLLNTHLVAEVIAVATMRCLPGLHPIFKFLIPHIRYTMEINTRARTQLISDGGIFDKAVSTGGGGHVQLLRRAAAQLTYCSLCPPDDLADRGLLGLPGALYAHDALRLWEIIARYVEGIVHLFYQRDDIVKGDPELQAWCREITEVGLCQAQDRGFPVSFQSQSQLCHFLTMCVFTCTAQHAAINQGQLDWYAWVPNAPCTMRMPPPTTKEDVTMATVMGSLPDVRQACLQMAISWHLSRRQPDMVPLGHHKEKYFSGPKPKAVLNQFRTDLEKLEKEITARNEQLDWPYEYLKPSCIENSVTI
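Purified human 12hLO (150 nM final) was preincubated with compounds for 15 min at room temperature in 25 mM Hepes pH 7.0, 0.01% Triton X-100, then reacted with 40 uM arachidonic acid for 30 min. Hydroperoxide was detected with ferrous iron/xylenol orange.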
PNC assembly inh – perinucleolar compartment assembly inhibition | PC3M PTB-GFP, PNC prevalence imaging, 16 h; stronger effect = lower value | activity change (PNC), negative = inhibition, % at 10 µM | 3.1% of 140,000 active | AID 2417;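 active = readout at or below -70, meaning at least 70% loss of cells showing the perinucleolar compartment, a nuclear body marking cancer cells; inconclusive = readout between -30 and a set limit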;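 also: plate controls were DMSO wells for no effect and camptothecin positive control wells for full effect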
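Read-out is percentage of cells bearing a perinucleolar compartment, from automated 20x imaging of fixed, Hoechst-stained PC3M PTB-GFP cells. Cells were seeded 4 h, then exposed 16 h to compound (23 nl of library stock) in duplicate plates.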
Starred values were filed as active, the others as inactive; ? = inconclusive; / = no result given; & = joins results of further samples; [ ] = dose if it differs, or a comment. Unless noted, calls follow the shape of the dose curve; as a rule, active = well fitted curve in the direction sought with a large enough effect; inconclusive = small, poorly fitted or top-dose-only effect, or another doubt; inactive = no such curve, though single readings can be large; an effect the other way counts as inactive or inconclusive. Unless noted, % is scaled to controls: 0 for no effect and ±100 for the full control effect. Only part of the results is shown (hit frequency here may not be typical).

SMILES	IMPase inh	ALOX15B inhib	ALOX12 inhib	PNC assembly inh
CC1=C(C(=O)NC2CCC(C)CC2)C2(CCC(C)CC2)OC1=O (stereo not drawn)	1	-3%	1%	19
O=C(NCCCN1CCCC1)c1cccc(N2CCCC2=O)c1	1	/	3%	?
CCCCN(C(=O)CSc1nnc(Nc2ccc(C)c(C)c2)s1)c1c(N)n(Cc2ccccc2)c(=O)[nH]c1=O	-3	13%	-2%	?
COc1ccc(C)cc1NC(=O)CN1CCN(S(=O)(=O)c2ccc(Cl)cc2)CC1	10	8%	-6%	-15
N#CCCSC(=S)[C@H]1CCCC1=N	/	-14%[11.4 µM]	0%[11.4 µM]	/
Cc1ccc(C(=O)NCCN2CCOCC2)cc1Cl	-2	7%	-1%	1
CC(=O)N1c2ccc(Cl)cc2C2C=CCC2C1c1cccc2ccccc12 (stereo not drawn)	/	/	-23%	-21
COC(=O)C(C(=O)OC)=C(/C=C/C=C/N(C)C)N(C)C	-2	?	-9%	-4
CSc1sc(C)cc1C1C(C#N)=C(N)N(c2cccnc2)C2=C1C(=O)CC(C)(C)C2 (stereo not drawn)	8	3%	-7%	?
CCCCn1c(SCC(=O)Nc2nnc(CC)s2)nc2c1c(=O)n(C)c(=O)n2C	-14	-2%	-7%	?
Oc1ccc2[nH]cnc2c1CN1CCCCC1	7	6%	9%	16
CCCCCCOC(=O)c1ccccc1NC(=O)/C=C/C(=O)O	-1	?	-3%	41
Cc1cc(NS(=O)(=O)c2ccc(NC(=O)c3cnc4scc(C)n4c3=O)cc2)nc(C)n1	-3	/	2%	-14
CN(C)C(=O)c1c(NC(=O)c2ccco2)sc2c1CCCCC2	-7	/	-7%	-1
Clc1ccc(Oc2nc(N3CCOCC3)nc(N3CCOCC3)n2)cc1	0	-3%	-2%	19
COc1ccc(CSc2ncn[nH]2)cc1[N+](=O)[O-]	/	/	0%	3
CC(Sc1nc2ccccc2s1)C(=O)Nc1nnc(C(C)C)s1 (stereo not drawn)	-4	0%	1%	-26
CCN(C(=O)COC(=O)c1c(-c2ccccc2)noc1C)C1CCS(=O)(=O)C1 (stereo not drawn)	3	-4%	0%	?
COc1ccc2cc(C(c3nnnn3Cc3ccccc3)N3CCCCCC3)c(=O)[nH]c2c1 (stereo not drawn)	?	5%	-16%	2
Cc1ccn2cc(-c3nonc3C)cc2c1	14	-12%	-9%	-23
O=C(CSc1nn(-c2ccccc2)c(=S)s1)NC1CCS(=O)(=O)C1 (stereo not drawn)	3	/	-2%	50
Cc1ccc2cc(C(c3nnnn3C3CCCC3)N3CCN(c4ccc(F)cc4)CC3)c(=O)[nH]c2c1 (stereo not drawn)	5	/	-10%	-26
COCC(=O)N1CCC[C@@]2(CCN(Cc3ccccc3)C2)C1	/	0%	-1%	/
O=C(O)c1cc([N+](=O)[O-])ccc1Nc1ccccc1	/	/	-2%	9
Cc1nc2nc[nH]c2cc1Br	0	-2%	1%	3
Cc1ccc(NS(=O)(=O)c2ccc(OCC(=O)Nc3cccc([N+](=O)[O-])c3)c(C)c2)cc1	6	-9%	-11%	47
O=C(O)CC1C(=O)NCCN1CCCc1ccccc1 (stereo not drawn)	15	-2%	1%	?
COc1ccccc1-n1c(SCC(=O)NC(C)(C)C)nnc1-c1ccco1	?	/	-2%	-25
Cc1ccccc1OCC(=O)N/N=C/c1ccc([N+](=O)[O-])o1	7	/	-3%	?
COc1ccc(NC(=O)c2ccc(C#N)cc2)cc1NS(=O)(=O)c1ccc(F)cc1	/	/	-2%	8
COc1cc2[nH]c(=O)c(C(=O)NCCCN3CCCCC3)c(O)c2cc1OC	9	14%	4%	12
CCOc1ccc(N2C(=O)CC(N3CCOCC3)C2=O)cc1 (stereo not drawn)	5	-3%	-2%	11
CC1(C)CC(=O)c2cn3nc(C(F)(F)F)nc3nc2C1	1	-6%	5%	?
CCCNC(=O)C(Cc1ccccc1)NS(=O)(=O)c1ccc2c(c1)CCC(=O)N2 (stereo not drawn)	-8	0%	-5%	5
CCOc1cc(C(=O)Nc2ccc([N+](=O)[O-])cn2)cc(OCC)c1OCC	/	/	1%	?
Cc1ccc(OCC(=O)N2CCN(C(=O)c3cccnc3)CC2)cc1	/	/	-4%	-29
Cc1c(Cl)cnc(NC(=O)COC(=O)CCc2nc3ccccc3s2)c1Cl	2	/	-1%	8
Cc1ccc(S(=O)(=O)c2nc(-c3ccco3)oc2SCC(=O)NCC2CCCO2)cc1 (stereo not drawn)	-2	-16%	2%	?
Clc1ccc(CCNc2nc3ccccc3n3nnnc23)cc1	4	2%	0%	23
CCc1cc2c(-c3ccccc3)cc(=O)oc2c(CN2CCOCC2)c1O	-5	0%	-4%	13
NS(=O)(=O)c1ccc(CCNCc2cc(Br)ccc2OCc2ccccc2)cc1	/	/	-4%	-22
CCOC(=O)c1cnc2cc(-c3ccc(C)cc3)nn2c1-c1ccccc1	-14	21%	1%	-15
Cc1cc(C(F)(F)F)nn1Cc1n[nH]c(=S)n1Cc1ccccc1	4	/	-7%	-100*
N/C(COc1ccccc1)=N\NC(=O)c1cccnc1Oc1ccccc1	2	2%	1%	9
NCCCc1c(-c2ccccc2)nc(N)[nH]c1=O	/	-8%[11.4 µM]	-1%[11.4 µM]	/

2 entries picked at random from those above, as already listed:
SMILES	IMPase inh	ALOX15B inhib	ALOX12 inhib	PNC assembly inh
CC1(C)CC(=O)c2cn3nc(C(F)(F)F)nc3nc2C1	1	-6%	5%	?
Cc1ccc(OCC(=O)N2CCN(C(=O)c3cccnc3)CC2)cc1	/	/	-4%	-29

Continuation:
SMILES	IMPase inh	ALOX15B inhib	ALOX12 inhib	PNC assembly inh
Cc1ccc(N2C(=O)c3ccccc3C2C(=O)c2ccc(O)cc2O)cc1 (stereo not drawn)	/	/	-11%	?
COc1ccccc1C(=O)NCCc1nc2ccccc2n1C	-14	-1%	-5%	0
Cc1cc(C)cc(N(C(=O)Cn2nnc3ccccc32)C(C(=O)NCc2ccco2)c2ccncc2)c1 (stereo not drawn)	11	-18%	-12%	?
OC(COc1cc(Cl)c(Cl)cc1Cl)CN1CCN(c2ncccn2)CC1 (stereo not drawn)	-2	/	-6%	-16
NS(=O)(=O)c1ccc(CCNC(=O)C2CCCCC2)cc1	0	-3%	10%	?
Cc1cc(N)c2cc(NC(=O)Nc3ccc4nc(C)cc(N)c4c3)ccc2n1	/	49%[activator][11.4 µM]	9%[11.4 µM]	/
CN1C(=O)c2ccccc2OC1(C)Cc1ccccc1 (stereo not drawn)	/	/	3%	-6
O=C(NN1CCN(Cc2ccccc2Cl)CC1)c1ccc(Cl)cc1	/	/	5%	44
O=C(CCC(=O)c1cccs1)NCc1ccc(F)cc1	-5	0%	-1%	28
COc1ccc(CC2C(=O)OC(C)(C)OC2=O)cc1	2	1%	-2%	-30
CC1(C(=O)NC(=S)N(CCC#N)c2ccccc2)CC1(Cl)Cl (stereo not drawn)	4	-15%	-3%	-26
CN(C)c1ccc(N/C=C/C(=O)c2ccc(F)cc2)cc1	22	?	-29%	-29
CN(C)c1cccc(NC(=O)C2(C)CC2(Cl)Cl)c1 (stereo not drawn)	/	/	-8%	-12
Clc1c(-c2ccccc2)nnn1-c1ccccc1	/	/	3%	-10
Cc1c(C#N)c2ncnc(N)c2n1-c1ccccc1	-9	-8%	5%	4
O=C(/C=N/O)Nc1cccnc1	-7	/	1%	-100*
Cc1ccc(C(=O)NNC(=O)c2cccnc2SCc2cccc([N+](=O)[O-])c2)cc1	-3	/	7%	17
C/C(=N\NC(=O)c1[nH]c2c([N+](=O)[O-])cc(C)cc2c1-c1ccccc1)c1cccnc1	8	-14%	1%	8
Cc1c2oc3c(C)ccc(C(=O)N[C@@H]4C(=O)N[C@@H](C(C)C)C(=O)N5CCC[C@@H]5C(=O)N(C)CC(=O)N(C)[C@@H](C(C)C)C(=O)O[C@H]4C)c3nc-2c(C(=O)N[C@@H]2C(=O)N[C@@H](C(C)C)C(=O)N3CCC[C@@H]3C(=O)N(C)CC(=O)N(C)[C@@H](C(C)C)C(=O)O[C@H]2C)c(N)c1=O	-2	6%	1%	/
CCc1ccc2c(c1)/C(=N/N(C)C(=S)NC)C(=O)N2	-6	3%	3%	55
COc1ccccc1N1CCN(CC(=O)Nc2cc(F)ccc2C)CC1	4	11%	-9%	?
CC(NC(=O)CN1CCN(Cc2ccc(Cl)cc2)C1=O)c1ccc2c(c1)OCCO2 (stereo not drawn)	/	/	0%	?
CC(Cc1ccccc1)C(=O)NCc1ccncc1 (stereo not drawn)	/	17%	-4%&0%	10
Cn1c(=O)n(C)c2cc([N+](=O)[O-])c(N3CCN(S(=O)(=O)c4ccccc4)CC3)cc21	2	/	-1%	-12
O=C(CN1CCOc2ccccc21)NCc1cccs1	?	-17%	-3%	?
Cc1cccc(N=Cc2[nH]c3ccc(Br)c(Cl)c3c2O)c1	/	/	-1%	11
Cc1c2cnn(CC(=O)Nc3cccc(C(F)(F)F)c3)c(=O)c2c(C)n1Cc1ccccc1F	10	/	-3%	-11

Reprinted from above (18 entries):
SMILES	IMPase inh	ALOX15B inhib	ALOX12 inhib	PNC assembly inh
CN1C(=O)c2ccccc2OC1(C)Cc1ccccc1 (stereo not drawn)	/	/	3%	-6
O=C(NN1CCN(Cc2ccccc2Cl)CC1)c1ccc(Cl)cc1	/	/	5%	44
O=C(CCC(=O)c1cccs1)NCc1ccc(F)cc1	-5	0%	-1%	28
COc1ccc(CC2C(=O)OC(C)(C)OC2=O)cc1	2	1%	-2%	-30
CC1(C(=O)NC(=S)N(CCC#N)c2ccccc2)CC1(Cl)Cl (stereo not drawn)	4	-15%	-3%	-26
CN(C)c1ccc(N/C=C/C(=O)c2ccc(F)cc2)cc1	22	?	-29%	-29
CN(C)c1cccc(NC(=O)C2(C)CC2(Cl)Cl)c1 (stereo not drawn)	/	/	-8%	-12
Clc1c(-c2ccccc2)nnn1-c1ccccc1	/	/	3%	-10
Cc1c(C#N)c2ncnc(N)c2n1-c1ccccc1	-9	-8%	5%	4
O=C(/C=N/O)Nc1cccnc1	-7	/	1%	-100*
Cc1ccc(C(=O)NNC(=O)c2cccnc2SCc2cccc([N+](=O)[O-])c2)cc1	-3	/	7%	17
C/C(=N\NC(=O)c1[nH]c2c([N+](=O)[O-])cc(C)cc2c1-c1ccccc1)c1cccnc1	8	-14%	1%	8
Cc1c2oc3c(C)ccc(C(=O)N[C@@H]4C(=O)N[C@@H](C(C)C)C(=O)N5CCC[C@@H]5C(=O)N(C)CC(=O)N(C)[C@@H](C(C)C)C(=O)O[C@H]4C)c3nc-2c(C(=O)N[C@@H]2C(=O)N[C@@H](C(C)C)C(=O)N3CCC[C@@H]3C(=O)N(C)CC(=O)N(C)[C@@H](C(C)C)C(=O)O[C@H]2C)c(N)c1=O	-2	6%	1%	/
CCc1ccc2c(c1)/C(=N/N(C)C(=S)NC)C(=O)N2	-6	3%	3%	55
COc1ccccc1N1CCN(CC(=O)Nc2cc(F)ccc2C)CC1	4	11%	-9%	?
CC(NC(=O)CN1CCN(Cc2ccc(Cl)cc2)C1=O)c1ccc2c(c1)OCCO2 (stereo not drawn)	/	/	0%	?
CC(Cc1ccccc1)C(=O)NCc1ccncc1 (stereo not drawn)	/	17%	-4%&0%	10
Cn1c(=O)n(C)c2cc([N+](=O)[O-])c(N3CCN(S(=O)(=O)c4ccccc4)CC3)cc21	2	/	-1%	-12

Bioassay records: PubChem BioAssay, National Center for Advancing Translational Sciences (NCATS)
